Efflux pump mplx: inhibitors of Candida efflux pumps in yeast, primary screen, S. cerevisiae, Nile Red, multiplex; S. cerevisiae Candida pump triplex; inhibition, % at 10 µM; 0.44% of 330,000 active;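 active = plate passing quality check with inhibition over a set limit, or well fluorescence over plate mean plus 4 SD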;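 note: Nile Red retained in pooled yeast measured as flow cytometry median fluorescence; 0% = buffer negative control and 100% = Enniatin B positive control; higher means more Nile Red kept so more efflux inhibition; some compounds called inactive have numbers as strong as hits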
RPL19A TOR yeast: RPL19A-GFP expression modulators in yeast, primary screen, cell-based, S. cerevisiae, multiplex flow cytometry, MLPCN; S. cerevisiae RPL19A-GFP strain, 3 h; hits give low values; percent response vs DMSO, % at 10 µM; 0.3% of 330,000 active;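 active = percent response vs DMSO below 50%; inconclusive = fewer than 70 events counted for the yeast strain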;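 note: median channel GFP fluorescence of the barcoded RPL19A-GFP strain; ratio of sample median GFP to plate DMSO average so 100% = DMSO; lower means less RPL19A-GFP as with rapamycin TOR inhibition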
LAP4 TOR yeast: modulators of LAP4-GFP expression in yeast, primary screen, S. cerevisiae, multiplex flow cytometry, MLPCN library; 3 h; median GFP as percent of DMSO wells; GFP response vs DMSO, % at 10 µM; 0.34% of 320,000 active;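 active = GFP response vs DMSO above a set limit, about the screen mean plus 3 SD, cut at about 150% in these data; inconclusive = under 70 cell events counted for the yeast strain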
MEP2 TOR yeast: modulators of MEP2-GFP levels in yeast, primary screen, S. cerevisiae, multiplex flow cytometry, MLPCN library; 0.51% of 330,000 active; GFP response vs DMSO, % at 10 µM; AID 2016, 2009; S. cerevisiae MEP2-GFP strain, 3 h; 100% = DMSO control level;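 active = GFP response versus DMSO above a set limit, roughly screen mean plus 3 SD, cut at about 180% in these data; inconclusive = fewer than 70 cells counted for a yeast strain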;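 note: median GFP fluorescence of the barcode-gated MEP2-GFP cells per well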
AHR activator: AHR activators, primary screen, cell-based, luminescence, luciferase reporter, human | activation, % at 5 µM | AHR-responsive luciferase reporter cells | Aryl hydrocarbon receptor (Homo sapiens), P35869 | 2.5% of 320,000 active; in the data active = activation above about 47%;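 note: 0% = vehicle wells and 100% = reference agonist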
Target sequence (P35869 whole entry, looked up): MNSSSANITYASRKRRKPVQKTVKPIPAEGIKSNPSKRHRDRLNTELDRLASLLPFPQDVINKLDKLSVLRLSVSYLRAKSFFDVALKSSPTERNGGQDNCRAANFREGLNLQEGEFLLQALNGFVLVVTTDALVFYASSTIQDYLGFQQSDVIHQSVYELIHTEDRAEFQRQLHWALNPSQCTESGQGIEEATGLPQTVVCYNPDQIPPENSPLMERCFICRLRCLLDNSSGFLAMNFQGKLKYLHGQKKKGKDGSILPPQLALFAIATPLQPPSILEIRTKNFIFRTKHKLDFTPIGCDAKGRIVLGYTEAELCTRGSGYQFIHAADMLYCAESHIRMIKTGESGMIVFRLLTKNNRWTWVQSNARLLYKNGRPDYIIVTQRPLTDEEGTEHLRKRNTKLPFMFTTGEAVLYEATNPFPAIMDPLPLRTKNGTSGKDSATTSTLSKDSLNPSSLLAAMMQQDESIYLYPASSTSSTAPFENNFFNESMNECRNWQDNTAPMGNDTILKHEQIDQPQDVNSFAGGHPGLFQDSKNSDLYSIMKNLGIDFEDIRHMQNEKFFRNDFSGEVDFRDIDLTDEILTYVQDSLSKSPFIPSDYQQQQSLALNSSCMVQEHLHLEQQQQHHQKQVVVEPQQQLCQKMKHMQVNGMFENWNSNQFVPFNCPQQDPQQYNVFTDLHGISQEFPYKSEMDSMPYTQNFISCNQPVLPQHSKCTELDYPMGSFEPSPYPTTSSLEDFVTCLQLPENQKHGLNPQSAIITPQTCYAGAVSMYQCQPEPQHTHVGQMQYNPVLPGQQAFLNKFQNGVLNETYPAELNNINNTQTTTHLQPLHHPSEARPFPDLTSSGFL
CIT2-GFP yeast: modulators of CIT2-GFP expression in yeast, primary screen, S. cerevisiae, GFP fusion, multiplex flow cytometry, MLPCN library; S. cerevisiae CIT2-GFP strain, 3 h; 100 means same as DMSO wells; GFP response vs DMSO, % at 10 µM; 0.065% of 320,000 active;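 active = GFP response relative to DMSO above a set limit, near the screen mean plus 3 SD, cut at about 150% in these data; inconclusive = Fewer than 70 cells measured for a yeast strain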;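 note: ratio of well median GFP fluorescence to mean of DMSO wells on the plate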
AGP1 TOR yeast: modulators of AGP1-GFP expression in yeast TOR pathway, primary screen, cell-based, multiplex flow cytometry, S. cerevisiae, MLPCN library. GFP response vs DMSO, % at 10 µM. 3 h; GFP as percent of DMSO wells. 0.02% of 320,000 active. AID 2066, 2009;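 active = GFP response relative to DMSO above a set limit, near screen average plus 3 SD, cut at about 150% in these data; inconclusive = fewer than 70 cells counted for the yeast strain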;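 note: median GFP channel fluorescence of the gated AGP1 strain per well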
CR mimetic SO: reduction of superoxide in aged yeast, primary screen, HTS. S. cerevisiae aged cells, superoxide DHE fluorescence; hits give low values. superoxide response (% of plate mean), % at 10 µM. 0.18% of 330,000 active. AID 2690, 2010;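 active = superoxide response under a set limit, about three screen SD below normal, cut at about 65% in these data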;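 note: yeast aged for seven days with compound at 30 °C before DHE staining; 100% = average MFI of all compound-treated wells on the plate with controls excluded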
An asterisk follows results filed as active; ? = inconclusive; . = not tested or not shown; [ ] = dose if it differs, or a comment.

SMILES	Efflux pump mplx	RPL19A TOR yeast	LAP4 TOR yeast	MEP2 TOR yeast	AHR activator	CIT2-GFP yeast	AGP1 TOR yeast	CR mimetic SO
NC1=NC(=O)/C(=C/c2ccsc2)S1	-0.2	100	104	103	2	99	104	88
Cc1ccc(C(CNC(=O)c2ccc(Br)o2)N2CCN(C)CC2)cc1 (configuration not stated)	-0.1	101	95	100	-2	109	106	101
O=C(CN1CCN(S(=O)(=O)c2ccccc2F)CC1)N1CCc2ccccc2C1	-0.2	100	88	95	0	117	98	88
Nc1cccc(-n2nncc2-c2ccccc2)c1	-0.1	101	103	108	4	104	108	96
O=C(O)c1cccc(Nc2nc(C(F)(F)F)nc3ccccc23)c1	-0.1	104	100	106	0	105	105	119
O=C(NCC(c1cccs1)N1CCOCC1)C1CCN(S(=O)(=O)c2c(Cl)cccc2Cl)CC1 (configuration not stated)	0.0	95	86	97	0	95	91	101
COc1ccc(CNC(=O)CN(C(=O)CCC(=O)Nc2ccccn2)c2cc(C)ccc2C)cc1	0.2	95	84	93	6	91	91	99
COc1ccc(NC(=O)CCNC(=O)c2ccccc2Cl)cc1OC	-0.4	104	101	101	1	104	106	102
CCC(=O)c1ccc(OCC(=O)Nc2cc(S(=O)(=O)N3CCCCC3)ccc2N2CCN(CC)CC2)cc1	0.0	107	106	114	2	103	107	99
O=C(O)c1ccc(CNC(=O)C2CCCN2C(=O)OCc2ccccc2)cc1 (configuration not stated)	-0.1	?	?	93[may fluoresce red]	.	90[may fluoresce red]	82[may fluoresce red]	93
O=C(O)c1cc([N+](=O)[O-])cc2c1nnn2O	0.0	99	96	100	-1	99	98	142
O=C(CSc1ccccc1)N1CCC(N2CCC(C(=O)N3CCCC3)CC2)CC1	0.0	107	94	103	0	103	103	95
CCN(CC)S(=O)(=O)c1ccc(/C=C/C(=O)N(c2ccccn2)C2CCCCC2)cc1	0.2	95	102	93	1	95	98	97
CC1(c2ccccc2)NC(=O)N(CC(=O)NC(=O)NC2CCCC2)C1=O (configuration not stated)	0.0	88	88	89	3	82	89	88
CCSc1nc2c(c(=O)n1CC)SC(C)C2 (configuration not stated)	0.0	96	90	99	0	94	97	94
Nc1nc(Nc2ccccc2F)sc1C(=O)c1ccccc1	0.5	83	98	81	10	72	73	132
CC1Cc2ccccc2N1C(=O)Cn1nnc(-c2ccccc2NC(=O)C2CCC2)n1 (configuration not stated)	0.0	101	101	98	0	103	107	101
CCC1CN(S(=O)(=O)c2cc(-c3cc(C)no3)ccc2OC)c2cc(C)ccc2O1 (configuration not stated)	0.1	100	104	103	5	96	103	90
COc1ccc(OC)c(CN2CCC(Cc3ccccc3)CC2)c1	-0.1	104	103	110	3	102	107	98
CN(Cc1ccccc1)C(=O)COC(=O)CCNC(=O)c1ccccc1Cl	0.3	89	96	91	0	93	93	90
CCc1nc(NCc2ccc3c(c2)OCO3)c2oc3ccccc3c2n1	0.0	99	106	106	36	105	97	100
CCCNC(=O)N1CCC(n2nccc2NC(=O)CCOc2ccccc2)CC1	0.3	100	82	94	0	89	84	85
O=C(N/N=C/C(Cl)=C/c1ccccc1)c1cnccn1	0.1	91	96	109	8	83	86	99
CCOc1ccc(NC(=O)CC2C(=O)N(c3ccc(OC)cc3)C(=O)N2Cc2ccc(OC)cc2)cc1 (configuration not stated)	0.1	99	103	95	5	110	103	87
FC(F)(F)c1cccc(N2CCN(C3CC4CCC3C4)CC2)c1 (configuration not stated)	0.1	100	96	105	4	102	95	89
O=C(NN1CCCCC1)c1ccccc1	0.2	99	95	97	4	95	96	92
O=C(CN1C(=O)C2C3CC(C(Br)C3Br)C2C1=O)N1CCOCC1 (configuration not stated)	0.0	100	90	102	-1	83	97	97
Nc1c2c(nc3cccc(Cl)c13)N(c1ccccc1)CC2	-0.1	99	103	105	26	98	102	100
COc1ccc2cc(CN(CC3CCCO3)S(=O)(=O)c3ccccc3Cl)c(=O)[nH]c2c1 (configuration not stated)	-0.1	99	99	103	2	100	102	101
COc1cc2c(cc1OC)/C(=C/c1ccc(Cl)cc1)C(=O)OC2	-0.1	100	108	108	59*	98	105	111
COc1cc2c(cc1OC)[C@H](C)N(C(=S)Nc1ccc(F)cc1)CC2	0.0	96	102	93	1	93	102	101
COc1ccccc1NS(=O)(=O)c1ccc(NC(=O)N2CCCCC2)cc1	0.1	113	86	131	2	.	97	98
O=C(NC1CCCCC1)c1sc(N2CCOCC2)nc1-c1ccccc1	-0.1	99	85	95	2	93	93	103
O=C(Nc1cccc(F)c1)c1ccc2c(c1)OCO2	0.0	109	122	99	56*	88	103	107
Cc1ccc(C(=O)OCC(=O)NC2CCCC2)cc1C	0.0	98	103	104	0	92	93	97
CCN1CCN(c2ncc3c(n2)CC(c2cc(OC)c(OC)c(OC)c2)CC3=O)CC1 (configuration not stated)	0.0	102	98	100	-5	97	102	86
Cc1cccc(NC(=O)CN2C(=O)C(C)Oc3ccccc32)n1 (configuration not stated)	0.3	104	90	100	-3	89	96	101
Cc1ccnc(Sc2ccc([N+](=O)[O-])cc2[N+](=O)[O-])n1	0.0	97	105	102	0	93	98	95
CC(NC(=O)CNC(=O)c1ccco1)c1ccc(S(N)(=O)=O)cc1 (configuration not stated)	-0.1	104	98	104	0	104	105	101
O=C1NCCCc2nonc21	0.0	97	100	98	-2	105	94	99
CCN(CC)CCN(C(=O)c1ccc(N2C(=O)CCC2=O)cc1)c1nc2cc3c(cc2s1)OCCO3	0.0	91	99	97	2	66	33	103
CC1CC(C)CN(C(=O)c2ccc3c(c2)OCCO3)C1 (configuration not stated)	0.0	100	100	101	-1	101	99	103
O=C(c1ccco1)N1CCN(c2nc(-c3ccc(F)cc3)cs2)CC1	0.1	107	123	110	2	96	100	96
COc1ccc(C(=O)/C=C/c2ccc(OCc3ccccc3)cc2)cc1CSCC(=O)O	-0.7	110	91	110	.	96	86	91
Cc1cccc(C)c1NC(=O)CSc1ncnc2[nH]ncc12	0.2	99	97	95	-2	95	96	109
COc1cc(/C=C(\C#N)c2nc3ccccc3s2)ccc1OCC(=O)Nc1ccccc1	0.0	90	95	94	18	87	88	91
O=C(CCS(=O)(=O)c1ccccc1)Nc1nc2c(s1)COc1ccccc1-2	-0.2	90	96	98	63*	90	90	80
CCCCCCCN1C2=NCCCN2c2ccccc21	0.0	93	93	97	20	88	95	97
CCOc1ccc(C(=O)NC(C)CCc2ccccc2)cc1 (configuration not stated)	0.4	108	97	104	2	99	99	108
CCCOc1ccc(C2C(C(=O)c3cc4ccccc4o3)=C(O)C(=O)N2c2cc(C)on2)cc1OC (configuration not stated)	0.1	95	88	97	1	92	88	122
CCN(CC)Cc1cc(C(=O)O)c(-c2ccccc2)o1	0.1	100	98	98	1	76	102	89
COc1cc2c(cc1OC)CN(C(=O)c1cc(S(=O)(=O)N3CCOCC3)c(Cl)cc1Cl)CC2	-0.1	95[may fluoresce violet]	?	?	11	?	?	114
COc1ccc(CCN(C)C(=O)C2CC(=O)N(Cc3ccc(C)cc3)C2)cc1OC (configuration not stated)	0.3	97	109	118	1	92	98	125
CCOC(=O)N1CCC(N(CCOC)C(=O)Nc2ccc(Cl)cc2)CC1	0.1	93	102	96	-1	97	92	71
COc1ccc(N=C2SC(CC(=O)Nc3ccccc3)C(=O)N2CCc2ccccn2)cc1 (configuration not stated)	0.2	101	88	96	2	102	97	96
COC(=O)c1ccc(NC(=S)Nc2ccccc2)cc1	-0.1	115	83	99	8	87	93	98
CCOc1ccc(NC(=O)CCN2CCCCC2)cc1	-0.1	99	100	101	0	94	101	114
O=C(OCC(=O)N1CCCC1=O)C1CCN(S(=O)(=O)c2ccc(Cl)c(C(F)(F)F)c2)CC1	0.1	96	99	93	0	88	98	125
CC(=O)Nc1ccc(C(=O)OCC(=O)NCc2cccs2)cc1	-0.1	96	101	101	0	97	97	66
Cc1ccc(/C=C2\SC(=S)N(CC(=O)Nc3ncc(Cc4ccccc4Cl)s3)C2=O)cc1	0.3	106	104	110	-4	106	98	103

Complete entries as entered above. Values in the order: Efflux pump mplx	RPL19A TOR yeast	LAP4 TOR yeast	MEP2 TOR yeast	AHR activator	CIT2-GFP yeast	AGP1 TOR yeast	CR mimetic SO
CCc1nc(NCc2ccc3c(c2)OCO3)c2oc3ccccc3c2n1 reads 0.0	99	106	106	36	105	97	100
Cc1ccc(/C=C2\SC(=S)N(CC(=O)Nc3ncc(Cc4ccccc4Cl)s3)C2=O)cc1 reads 0.3	106	104	110	-4	106	98	103
CC1CC(C)CN(C(=O)c2ccc3c(c2)OCCO3)C1 (configuration not stated) reads 0.0	100	100	101	-1	101	99	103
Nc1c2c(nc3cccc(Cl)c13)N(c1ccccc1)CC2 reads -0.1	99	103	105	26	98	102	100
COc1cc2c(cc1OC)/C(=C/c1ccc(Cl)cc1)C(=O)OC2 reads -0.1	100	108	108	59*	98	105	111

(further entries)
SMILES	Efflux pump mplx	RPL19A TOR yeast	LAP4 TOR yeast	MEP2 TOR yeast	AHR activator	CIT2-GFP yeast	AGP1 TOR yeast	CR mimetic SO
O=C(NCCc1ccccc1F)c1cccc2cccnc12	0.0	99	111	105	30	101	93	88
CC(C)(C)NC(=O)CSc1nnc(C2CC2)n1Cc1ccccc1	0.0	107	110	104	1	106	111	91
CCC(C)(C)NC(=O)Cc1ccc(Cl)cc1	-0.1	106	104	104	0	105	107	81
O=C(COc1ccc(Cl)cc1Cl)NNC(=S)NCc1ccco1	-0.2	98	106	99	3	96	100	112
N#CCC(=O)N/N=C/c1ccc(OCC(=O)Nc2ccc(F)cc2)cc1	0.0	104	96	100	-1	105	102	92
CCN(CC(=O)NCc1ccc(Cl)cc1)C(=O)COc1ccc(C)cc1C	-0.2	98	101	99	2	98	99	105
CC1=C(OC(=O)c2ccccc2)C(C)(C)C(c2ccc(Br)cc2)OC1=O (configuration not stated)	0.0	96	93	95	-2	86	97	116
Cc1ccccc1NC(=O)CN(C)S(=O)(=O)c1cccc2cccnc12	0.1	96	97	107	1	94	102	97
CC1Cc2cc(C3(O)C(=O)c4ccccc4C3=O)ccc2N1 (configuration not stated)	0.1	95	99	96	0	93	96	96
N#Cc1cc([N+](=O)[O-])c(-n2nnc3ccccc32)c([N+](=O)[O-])c1	-0.2	87	206*	93	-2	85	93	103
CC(C)OCCCNC(=O)c1cn(C)c2ccc(S(=O)(=O)N3CCCC3)cc2c1=O	0.0	101	97	96	1	106	104	115
CCCCOC(=O)c1ccc(NC(=O)c2cnc3n(c2=O)CCS3)cc1	0.0	94	118	93	0	94	95	92
O=C(C1CCC(CNc2c(N3CCCCC3)c(=O)c2=O)CC1)N1CCCCC1 (configuration not stated)	-0.2	103	97	92	-2	95	99	88
CC(C)NC(=S)NCc1cccnc1	-0.1	107	93	114	8	104	103	111
O=C(Nc1ccc(F)cc1)OCCOc1ccc(Br)cc1	-0.1	101	104	108	-1	103	101	120
Cc1cc(C)c(C#N)c(Nc2ccccc2Cl)n1	0.0	95	105	105	34	92	95	99
Cc1ncccc1C(=O)N1CCCC(CNC(=O)c2ccc(-c3ccccc3)cc2)C1 (configuration not stated)	0.0	96	105	92	2	106	103	90
COc1ccc(CCNC(=O)/C=C/c2ccc(C)cc2)cc1OC	0.0	99	108	111	-1	92	100	90
